# ATXN viability: reduces viability in counter-screen for ATXN expression inhibitors; Potency, µM (top dose mostly 56.7 µM), most hits filed as cytotoxic; 0.49% of 400,000 active; S2 cells (HEK-293 line with an ATXN2-luciferase reporter) viability, CellTiter-Fluor protease fluorescence, 24 h; note: potency is the fitted concentration of half-maximal effect; nearly all actives have a fitted effect of over 40% in size
# HT1080 IDH1KD tx: HT-1080 IDH1 knockdown cell toxicity (counter line). 2% of 360,000 active. Potency, µM (highest dose often 46.1 µM), for the others: at the top dose activity, negative = toxicity, usual class: cytotoxic. HT-1080 IDH1 knockdown viability, ATP luminescence, 48 h;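 note: potency is the fitted concentration of half-maximal effect; 0% = DMSO wells and -100% = cell-free medium wells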
#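 Cytotoxicity counter-line: IDH1KD HT-1080, 48 h, CellTiter-Glo. Curves classed by r2, magnitude and activity.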
# ATXN2 expr inh: reduces ATXN2 reporter expression in HEK-293 cells. HEK-293 ATXN2-luciferase reporter, luminescence, 24 h. Potency, µM (series often up to 57 µM), for inactives: top-dose activity change, negative = inhibition, hits mostly inhibitors. 0.72% of 360,000 active. AID 1745845; note: potency is the fitted concentration of half-maximal effect; % is set by controls: 0 for no effect and ±100 for the full control effect; nearly all actives have a fitted effect of over 55% in size
#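 qHTS (up to 57 uM final) was run with 24 h compound exposure of reporter cells at 37 °C. Each well was multiplexed: SteadyGlo luminescence measured ATXN2-luciferase expression after a fluorogenic Gly-Phe-AFC viability readout (25 uM final).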
# MCF10A rerep: DNA re-replication induction in MCF 10a cells; MCF 10A DNA re-replication, Hoechst nuclear intensity, 48 h; Potency, µM (top dose mostly 46.1 µM), inactives show at the top dose activity, positive = re-replication, actives largely listed as activators; 2.9% of 350,000 active; AID 624296; note: potency is the fitted concentration of half-maximal effect; % of control where 0% means no effect; nearly all actives have a fitted effect of over 50% in size
# HepG2 tox: kills HepG2 cells in TGF-b inhibitor counter-screen; AID 588856; Potency, µM (top dose mostly 46.1 µM), for inactives: top-dose activity change, negative = cytotoxicity, most hits filed as cytotoxic; 0.76% of 410,000 active; HepG2 CAGA-GFP viability, ATP luminescence, 18 h; note: potency is the fitted concentration of half-maximal effect; some results filed as inactive show a strong effect at the top dose
#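 CellTiter-Glo luminescence gave cytotoxicity after 18 hours at 37 degrees C. The cells were HepG2 CAGA-GFP in 1% FBS DMEM, stimulated with 500 pg/mL TGF-beta after compound addition. %Activity was normalised to no-cell wells (complete cell-killing) and DMSO (no toxicity), and curves were fitted and classified.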
# IL1B secr inh: inflammasome signaling inhibition, IL-1 beta readout. THP-1 LPS/ATP IL-1B secretion, AlphaLISA, 16 h; stronger effect = lower value. activity change, % at 57.5 µM. AID 743279. 4.7% of 360,000 active; in the data active = activity change below about -50%; inconclusive = mostly about -30% to -49%; note: % is set by controls: 0 for no effect and ±100 for the full control effect
#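 Secreted IL-1B measured by AlphaLISA bead assay after 16 h compound exposure of THP-1 cells; compounds (final up to 57.5 uM) added 1 h before LPS (250 ng/mL) and ATP (1.25 mM) stimulation; lower signal means less secretion.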
# SW480 rereplic: inducers of DNA re-replication in SW480 colon cancer cells; SW480 DNA re-replication, Hoechst DNA content imaging, 48 h; Potency, µM (doses to about 46.1 µM), for inactives: at the top dose re-replication activation, usual class: activators; AID 624297; 1.8% of 340,000 active; note: potency is the fitted concentration of half-maximal effect; % of control where 0% means no effect; nearly all actives have a fitted effect of over 55% in size
#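 SW480 cells exposed to compounds for 48 hr at 37 C, 5% CO2, then Hoechst-stained 40 min. Nuclear DNA content imaged by fluorescence scanning (405 nm excitation, 500-530 nm emission); re-replication scored as increased high-intensity nuclei.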
# KB-3-1 tox: kills parental KB-3-1 adenocarcinoma cells; KB-3-1 viability, CellTiter-Glo ATP luminescence, 72 h; Potency, µM (highest dose often 46.1 µM), without a hit: top-dose activity change, negative = cytotoxic, actives largely listed as cytotoxic; 1.4% of 400,000 active; AID 1347075; note: potency is the fitted concentration of half-maximal effect; % is set by controls: 0 for no effect and ±100 for the full control effect; nearly all actives have a fitted effect of over 60% in size
#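 Multi-concentration cytotoxicity screen in KB-3-1 cells grown in DMEM lacking phenol red with 10% FBS. After 72 h at 37 °C with compound, ATP-dependent luminescence was recorded.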
# HT1080NT lethal: kills 2HG-producing HT-1080-NT fibrosarcoma cells; HT-1080-NT fibrosarcoma viability, CellTiter-Glo ATP luminescence, 48 h; Potency, µM (titrated, usually from 46.1 µM), without a hit: at the highest dose activity, negative = less viability, actives largely listed as cytotoxic; 1.6% of 360,000 active;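 note: NT is the 2HG producing partner of a matched IDH1 knockdown line; potency is the fitted concentration of half-maximal effect; 0% = DMSO-treated cells and -100% = media-only wells without cells; nearly all actives have a fitted effect of over 55% in size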
#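 Read-out is CellTiter-Glo luminescence after 10 minutes at room temperature, following 48 hours' compound treatment of HT-1080-NT cells (750 cells/well, RPMI, 5% FBS, 37 degrees C).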
# * = called active by the depositor; i = inactive; ? = inconclusive; nt = not tested or not shown; & = joins results of further samples; [ ] = remark or other dose. Unless noted, calls come from the whole dose curve; as a rule, active = well fitted curve in the direction sought with a large enough effect; inconclusive = small, poorly fitted or top-dose-only effect, or another doubt; inactive = no such curve, though single readings can be large; an effect the other way counts as inactive or inconclusive.
molecule	ATXN viability	HT1080 IDH1KD tx	ATXN2 expr inh	MCF10A rerep	HepG2 tox	IL1B secr inh	SW480 rereplic	KB-3-1 tox	HT1080NT lethal
O=C(NNC(=S)NC(=O)c1ccc(Br)cc1)c1ccc([N+](=O)[O-])cc1	i	3%	nt	14%	-22%	11	-10%	-6%	-9%
CC(=O)N1N=C(N)SC1(C)C	?	0%	-15%	-2%[9.22 µM]	0%	-1	-33%[inhibitor]	-2%	2%
CC(=O)N1CCc2cc(Br)cc(S(=O)(=O)NCC3CCCO3)c21 (configuration not stated)	i	12%	-5%	-4%[9.22 µM]	-27%	2	-4%	2%	10%
N[C@@H](Cc1ccc(O)c(O)c1)C(=O)O	?	-4%	4%&-3%	-5%	-8%	-107*	-41%[inhibitor]	0%	-5%
Oc1oc(-c2ccccc2)nc1C=NCc1ccccc1	i	1%	49%[activator]	25%	-7%	-10	13%	-5%	?
O=c1c2oc3ccccc3c2n(Cc2cccc(F)c2)c(=O)n1Cc1ccco1	i	nt	-1%	nt	5%	nt	nt	-1%	nt
CCc1nc(N2CCC3(CC2)OCCO3)c2nnn(Cc3ccccc3)c2n1	i	-1%	-23%	1%	1%	?	-1%	-2%	-1%
CCOC(=O)c1ccc(NC(=O)C2CC(=O)N(c3ccc4c(c3)OCCO4)C2)cc1 (configuration not stated)	i	4%	0%	-1%	9%	0	-20%	?	14%
CCOc1cccc(/C=N/NC(=O)c2cc(-c3cccn3C)n[nH]2)c1O	nt	?	-84%	?	-25%	118	?	?	-23%
O=C(NC1CCCCC1)c1cc(-c2ccc(O)cc2)on1	i	7%	47%[activator]	0%	-19%	-15	-4%	-6%	-1%
COc1ccc(C(=O)OCC(=O)c2ccc(C)c(S(=O)(=O)N3CCOCC3)c2)cc1OC	i	-23%	-16%	-2%	-13%	-13	-4%	0%	-16%
Cc1ccnc(SCC(=O)N2CCc3ccccc3C2)n1	i	9%	-1%	-1%	14%	-3	-5%	6%	8%
Cn1nnnc1SCCCNCc1cccc(OCc2ccccc2F)c1	i	nt	12%	nt	-31%	nt	nt	-1%	nt
Cc1ccc2cccnc2c1N	nt	20%	-14%	-7%	0%	15	-4%	-6%	3%
O=C(NCC(c1cccs1)N1CCOCC1)c1cccc(S(=O)(=O)Nc2ccc(F)cc2)c1 (configuration not stated)	i	3%	8%	11%	-5%	38	-10%	-18%	1%

# (list continues)
molecule	ATXN viability	HT1080 IDH1KD tx	ATXN2 expr inh	MCF10A rerep	HepG2 tox	IL1B secr inh	SW480 rereplic	KB-3-1 tox	HT1080NT lethal
CC(C)CC(CO)NS(=O)(=O)c1cccc(Cl)c1F (configuration not stated)	i	6%	0%	-2%	-7%	28	4%	3%	2%
Cc1cc(Cl)ccc1OCCCC(=O)Nc1cccnc1	i	-18%	-13%	1%	-4%	3	0%	-6%	-8%
CC(=O)Oc1ccc(/C=N/NS(=O)(=O)c2ccc(C)cc2)c(OC(C)=O)c1	i	7%	-6%	10%	2%	1	?	22%	-5%
COc1cc2c(cc1OC)-c1n[nH]c(=S)n1C(C)(C)C2	i	6%	0%	-45%[inhibitor]	0%	-2	3%	0%	1%
Nc1nnc(C2CCCC2)s1	?	?	4%	4%	2%	-2	-4%	1%	3%
O=C(c1ccco1)N1CCC(N2CCN(c3ccccc3)CC2)CC1	i	0%	nt	6%	8%	2	-16%	3%	-1%
CCCCCN(C(=O)CCC(=O)OC(C)C(=O)c1ccc(CC)cc1)c1c(N)n(CCCC)c(=O)[nH]c1=O (configuration not stated)	i	0%	-1%	4%	-22%	-23	-4%	6%	-10%
COc1ccc2c(c1)cc1n2CCN=C1NCCO	i	-14%	-15%	5%	-13%	14	-2%	1%	-13%
O=C(NCCc1cccnc1)C1CCC(=O)N(Cc2ccc(Cl)cc2)C1 (configuration not stated)	i	4%	-1%	-2%	3%	2	-8%	10%	3%
O=C(Nc1ccsn1)c1ccc(Cl)cc1Cl	i	11%	nt	1%	-15%	?	-3%	2%	25%
COc1ccccc1C(=O)NC(CCSC)C(=O)Nc1ccc(C)c(S(=O)(=O)N2CCOCC2)c1 (configuration not stated)	i	-2%	-10%	6%	0%	?	-27%	0%	-1%[9.24 µM]
Cc1ccc2c(c1)N(CC(=O)OCC(=O)NCc1ccccc1)C(=O)CO2	i	3%	8%	-26%[9.22 µM]	4%	4	?	-2%	1%
COc1cc(C(=O)Nc2ccc3oc(-c4ccc(C)c(Br)c4)nc3c2)cc(OC)c1OC	i	nt	2%	nt	1%	nt	nt	0%	nt
Cc1ccc(N(CN2CCCC2=O)C(=O)c2ccccc2)cc1	i	-1%	-6%	-2%	-26%	30	-5%	?	0%
Cc1cc2cc(CNC(=O)C3CCCC3)ccc2n1C	i	8%	8%	?	-9%	?	22%	-23%	-2%

# The list goes on.
molecule	ATXN viability	HT1080 IDH1KD tx	ATXN2 expr inh	MCF10A rerep	HepG2 tox	IL1B secr inh	SW480 rereplic	KB-3-1 tox	HT1080NT lethal
CC(C)(C)NC(=O)Nc1ccc2nccnc2c1	i	-8%	20%	-2%	-2%	-14	?	?	-19%
C[C@H]1CN(S(=O)C(C)(C)C)[C@@H](CCO)/C1=C\CCO (some centres not stated)	i	5%	6%	?	16%	0	-27%	0%	7%
CC1CCCC(NC(=O)CN2CCN(S(=O)(=O)c3cccs3)CC2)C1C (configuration not stated)	?	0%	-3%	1%	10%	9	0%	1%	-3%
O=C(OCC(=O)N1CCCC1=O)c1ncc(Cl)c(Cl)c1Cl	i	2%	6%	-1%	10%	-13	-21%	3%	-2%
O=C(c1ccc(S(=O)(=O)N2CCOCC2)cc1)N(c1cccc(Cl)c1)C1C=CS(=O)(=O)C1 (configuration not stated)	i	4%	nt	6%	-31%	4	-13%	2%	-2%
CC(C)c1nnc(NC(=O)CC(C)c2ccccc2)s1 (configuration not stated)	i	-4%	18%	-1%	5%	16	5%	8%	-9%
Cc1ccc(C(=O)NCC(=O)NC2CCC(C)CC2)s1 (configuration not stated)	i	14%	10%	1%	5%	6	?	-5%	0%[9.24 µM]
COc1ccc(-c2cc(-c3ccccc3)n3ncnc3n2)cc1	i	9%	-14%	?	-15%	-16	-6%	13%	12%
CCCOc1ccc(Cl)cc1/C=C1/C(=O)ON=C1C	i	5%	-17%	-3%	11%	4	-3%	-4%	1%
CCSc1nnc(NC(=O)Cc2cccc(OC)c2)s1	i	3%	-3%	3%	-18%	17	0%	5%	4%
CCC(=O)N1CCc2cc(Br)cc(S(=O)(=O)CCC(=O)Nc3ccc(C)c(F)c3)c21	i	nt	-3%	nt	-6%	nt	nt	6%	nt
CCS(=O)(=O)N1CCN(c2ccc([N+](=O)[O-])c(NCc3cccnc3)c2)CC1	i	-3%	3%[11.3 µM]	8%	-11%	6	-5%	-1%	-7%
CCOc1cc(/C=N/NC(=O)c2cccc([N+](=O)[O-])c2)ccc1OS(=O)(=O)c1ccccc1	i	?	-19%	19%	-19%	-11	15%	?	?
O=C(Cc1cccc(NC(=O)C2CCCN(C(=O)C3CCCC3)C2)c1)Nc1ccc(C(=O)N2CCCCC2)cc1 (configuration not stated)	i	-1%	4%	-2%	-10%	23	1%	0%	1%
CC1(C)c2[nH]c3ccccc3c2C[C@H]2C(=O)N(Cc3ccccc3)C(=O)N21	?	nt	?	?	-27%	nt	-5%	-1%	nt

# More entries follow:
molecule	ATXN viability	HT1080 IDH1KD tx	ATXN2 expr inh	MCF10A rerep	HepG2 tox	IL1B secr inh	SW480 rereplic	KB-3-1 tox	HT1080NT lethal
CCCCCC(=C/c1ccccc1)/C=N/Nc1ccc(S(=O)(=O)N2CCOCC2)cc1[N+](=O)[O-]	i	20%	-1%	-15%	-45%	-6	-9%	-1%	11%
CC(O)(c1cccc(F)c1)c1nc(-c2cccc(F)c2)cs1 (configuration not stated)	i	?	-2%	nt	-50%	-30	nt	0%	?
O=C(CSc1nc2ccccc2s1)NNC(=S)Nc1ccc(Cl)cc1	i	-1%	-5%	-1%	-7%	25	1%	1%	-15%
CC(/C=N\NC(=O)c1cccnc1)c1ccccc1 (configuration not stated)	i	23%	-5%	?	-7%	15	4%	21%	28%
CC(=O)CSc1nnc(-c2ccc(S(=O)(=O)N3CCOCC3)cc2)n1C	i	8%	1%	-8%	7%	17	-12%	14%	12%
COc1ccc(N2C(=O)NC3CC2(C)Oc2ccccc23)cc1 (configuration not stated)	i	-5%	10%	-12%	8%	18	0%	17%	1%
Cc1ccc(CNC(=O)c2cn(C)c3ccc(S(=O)(=O)N4CCOCC4)cc3c2=O)cc1	i	12%	8%&-7%	3%	-3%&12%	?	-6%	-3%&-12%	3%
COc1ccc(C)cc1NC(=O)Cn1cnnn1	i	-2%	-10%[11.3 µM]	-1%	-1%	0	20%	-2%	27%
O=C(/C=C/c1cccc(F)c1)c1ccc(N2CCOCC2)cc1	i	?	0%	?	-123%	-103*	?	-20%	-4%
Cc1cc(C(=O)NNC(=O)c2cccc(C(F)(F)F)c2)no1	i	-2%	nt	-6%	-22%	-3	0%	?	-3%
O=C(Nc1ccccc1C(F)(F)F)N1CCCCCC1	i	11%	12%	-2%	4%	22	0%	0%	20%
CCN(C(=O)c1c(C)oc2ncnc(N3CCCCC3)c12)c1cc(C)ccc1C	i	nt	14%	nt	-7%	nt	nt	-3%	nt
CCOc1ccc(S(=O)(=O)Nc2ccc(C(=O)N3CCCC3)cc2)cc1	i	-2%	-6%	-16%	-3%	-10	3%	1%	0%

# Compound profiles, as listed above. Screens in order: ATXN viability, HT1080 IDH1KD tx, ATXN2 expr inh, MCF10A rerep, HepG2 tox, IL1B secr inh, SW480 rereplic, KB-3-1 tox, HT1080NT lethal
# COc1ccccc1C(=O)NC(CCSC)C(=O)Nc1ccc(C)c(S(=O)(=O)N2CCOCC2)c1 (configuration not stated) as listed: i, -2%, -10%, 6%, 0%, ?, -27%, 0%, -1%[9.24 µM]
# COc1cc(C(=O)Nc2ccc3oc(-c4ccc(C)c(Br)c4)nc3c2)cc(OC)c1OC as listed: i, nt, 2%, nt, 1%, nt, nt, 0%, nt

# Bioassay records as filed in PubChem.
